Bioassay records as filed in PubChem.
HEK cytotox = HEK 293 cell cytotoxicity | HEK 293 viability, ATP luminescence (CellTiter-Glo), 48-72 h | Potency, µM (series often up to 115 µM), for the others: at the highest dose activity change, negative = cytotoxicity, usual class: inhibitors | 94,000 compounds, 6.6% hits; further: potency means the concentration at half of the fitted maximal effect; nearly all actives have a fitted effect of over 60% in size
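Luminescence from cellular ATP, measured with CellTiter-Glo, indicates HEK 293 viability. Cells plated at 250 cells/well are treated with compound for 48 or 72 hr at 37 degree Celsius before reagent addition.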
SNCA expr inh = SNCA gene expression inhibition | HEK-293 SNCA-luciferase knock-in, luminescence, 24 h | Potency, µM (titrated, usually from 57.2 µM), without a hit: at the top dose activity change, negative = inhibition, hits mostly inhibitors | 140,000 compounds, 0.17% hits | AID 1671194;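 further: potency means the concentration at half of the fitted maximal effect; plate controls were DMSO cells for no effect and cell-free wells for full effect; nearly all actives have a fitted effect of over 45% in size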
3T3 cytotox = kills NIH 3T3 cells; NIH 3T3 viability, CellTiter-Glo ATP luminescence, 48-72 h; Potency, µM (highest dose often 96.7 µM), without a hit: at the top dose activity change, negative = cytotoxicity, most hits filed as inhibitors; 94,000 compounds, 4.3% hits; further: potency means the concentration at half of the fitted maximal effect; nearly all actives have a fitted effect of over 55% in size
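NIH 3T3 cells at 400 cells/well received 23 nL of compound by pintool and were incubated 48 or 72 h at 37 °C. Viability was read as ATP-coupled CellTiter-Glo luminescence.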
GPT2 inhibitor = GPT2 alanine aminotransferase inhibition | Potency, µM (titrated, usually from 57.7 µM), for the others: at the highest dose activity change, negative = inhibition, hits mostly inhibitors | Recombinant GPT2, coupled pyruvate oxidase/HRP Amplex Red fluorescence | 100,000 compounds, 0.25% hits; further: potency means the concentration at half of the fitted maximal effect; nearly all actives have a fitted effect of over 60% in size; many of its hits are not listed in these tables
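Fluorescence of coupled pyruvate oxidase/HRP/Amplex Red system (50uM Amplex, 30 min, dark) reports pyruvate formed by GPT2. Enzyme reaction: 10ng/uL GPT2, 2mM L-alanine, 250uM a-KG, 30 min room temperature, pH 7.5; 50uM AOA control.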
FLuc inh = blocks purified firefly luciferase enzyme activity | P08659 | purified P. pyralis luciferase, luminescence, biochemical | Potency, µM (series often up to 115 µM), for the others: at the top dose activity change, negative = inhibition, usual class: inhibitors | 76,000 compounds, 2.5% hits; further: potency means the concentration at half of the fitted maximal effect; nearly all actives have a fitted effect of over 65% in size
Target sequence (P08659 whole entry, looked up): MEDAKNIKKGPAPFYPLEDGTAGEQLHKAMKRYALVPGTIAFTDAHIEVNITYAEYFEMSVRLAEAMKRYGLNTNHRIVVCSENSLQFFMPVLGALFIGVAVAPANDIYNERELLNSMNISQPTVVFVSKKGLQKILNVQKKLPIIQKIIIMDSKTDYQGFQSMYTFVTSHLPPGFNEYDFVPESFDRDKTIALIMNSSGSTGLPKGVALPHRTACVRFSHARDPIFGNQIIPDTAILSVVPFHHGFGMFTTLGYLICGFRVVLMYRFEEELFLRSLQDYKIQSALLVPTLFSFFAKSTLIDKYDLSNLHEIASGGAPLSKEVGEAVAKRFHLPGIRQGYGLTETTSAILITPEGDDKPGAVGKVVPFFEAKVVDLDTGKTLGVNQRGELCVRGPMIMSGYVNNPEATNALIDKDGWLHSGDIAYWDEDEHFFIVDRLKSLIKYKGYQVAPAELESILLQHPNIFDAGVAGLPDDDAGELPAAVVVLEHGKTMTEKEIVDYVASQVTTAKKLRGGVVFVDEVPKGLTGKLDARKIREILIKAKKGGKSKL
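Purified 10nM P. pyralis luciferase with 10uM D-luciferin and 10uM ATP in 50mM Tris acetate pH 7.5, 10mM Mg acetate, 0.01% Tween-20, 0.05% BSA. qHTS titration; luminescence read by CCD imager.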
SNCA viab count = reduces viability of HEK-293 SNCA reporter cells. 150,000 compounds, 0.12% hits. HEK-293-SNCA-luc viability, GF-AFC fluorescence, 24 h. Potency, µM (doses to about 57.1 µM), for inactives: at the highest dose activity change, negative = cytotoxicity, most hits filed as cytotoxic. AID 1671193;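 further: potency means the concentration at half of the fitted maximal effect; 0% = DMSO-treated cells and -100% = medium-only wells without cells; nearly all actives have a fitted effect of over 30% in size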
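HEK-293-SNCA-luc cells (1500/well) plated 24 h, then exposed 24 h to a dilution series; GF-AFC added 30 min at 37C, fluorescence 405/540 nm; normalised to medium-only and DMSO wells, Hill fit.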
IP6K1 inhibitor = inhibitors of human IP6K1; Q92551; IP6K1 kinase, ADP-Glo luminescence, 2 h; active compounds read low; activity change, % (series mostly up to about 58 µM); 140,000 compounds, 0.81% hits; AID 1645851; in the data active means activity change below about -25%
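ADP-Glo luminescence measures ADP made by human IP6K1 during a 2 h RT reaction with ATP/IP6 (mix at 1.3 mM/130 uM); top library doses 57.5 and 19.1 uM final.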
Starred values were filed as active, the others as inactive; i = inactive; ? = inconclusive; . = no result given; [ ] = another dose, or the depositor's remark. Unless noted, the call rests on the fitted dose curve; in most records, active means well fitted curve in the direction sought with a large enough effect; inconclusive means small, poorly fitted or top-dose-only effect, or another doubt; inactive means no such curve, though single readings can be large; an effect the other way counts as inactive or inconclusive. Unless noted, on the % scale 0 is the no-effect control and ±100 the full control effect.

SMILES	HEK cytotox	SNCA expr inh	3T3 cytotox	GPT2 inhibitor	FLuc inh	SNCA viab count	IP6K1 inhibitor
Cc1cc(CNC(=O)C2CCCCn3nnnc32)c2[nH]c(-c3ccccc3)c(C)c2c1 (configuration not stated)	25µM*	29%	35µM*	0%	8.9µM*	-15%	33
COC1CCN(c2cc(-c3ccsc3)nc3c(C)noc23)CC1	79µM*	-1%[87.6 µM]	?	i	-15%[172 µM]	8%[87.6 µM]	-10
c1cncc(-c2cnc([C@@H]3COCCN3Cc3cnc4ccccc4c3)[nH]2)c1	1%[172 µM]	46%[activator][87.6 µM]	-1%[174 µM]	i	3%[172 µM]	-4%[87.6 µM]	11
COc1cc(SC)ccc1C(=O)N[C@H]1CCN2C(=O)[C@@H](CC(C)C)NC(=O)[C@@H]2C1	i	-1%[87.6 µM]	-5%[138 µM]	i	1%[172 µM]	2%[87.6 µM]	-6
Cc1n[nH]c(C)c1CCNC(=O)c1ccccc1OC1CCN(Cc2ccccn2)CC1	-1%	-22%	-7%	i	7%	-26%	12
COc1cccc(C(=O)N2CCCC(c3nn(-c4ccccn4)c(=O)[nH]3)C2)c1 (configuration not stated)	2%	23%	-23%	i	.	6%	8
Cc1cc(C)cc(NC(=O)N2CCC(CN3CCCCCC3)CC2)c1	.	5%	.	.	.	-15%	27
O=C(c1cccc(F)c1)N1CCOC[C@H](Oc2ccc(C(F)(F)F)cc2)C1	?	?	?	0%[88.5 µM]	-24%[172 µM]	-2%[87.6 µM]	-2
COc1ccc(CN2C[C@@H]3C[C@@H](C(=O)O)N(C(C)=O)c4cccc(c43)C2=O)cc1	?	-1%[25.6 µM]	?	3%[27.3 µM]	.	11%[23.9 µM]	5
Cn1cc(S(=O)(=O)N2CCCCCC2)cc1C(=O)N1CCN(c2cccc(C(F)(F)F)c2)CC1	.	-18%	.	.	.	11%	-8
COc1cc(C(=O)Nc2cc3c(cc2C)n(C)c(=O)c(=O)n3C)cc(OC)c1OC	.	-8%	.	.	.	8%	-7
CCCNC(=O)Cn1nc(-c2ccc(C)c(C)c2)c2cnc3ccc(OC)cc3c21	.	14%	.	.	.	-10%	-14
Cc1nn(-c2ccccc2)c2sc(C(=O)Nc3cccc(Cl)c3)cc12	.	-13%	.	.	.	-20%	-3
O=C(NC1CCN(c2ccnc3ccnn23)CC1)c1cccc(Cl)c1	?	?	?	i	.	-12%[87.6 µM]	24
COc1ccc(C(=O)N2CC(=O)Nc3ccc(F)cc3C2c2ccc(F)cc2)c(OC)c1 (configuration not stated)	.	-9%	.	.	.	-14%	-9

The last five records of the section above are carried over, then new ones follow.
SMILES	HEK cytotox	SNCA expr inh	3T3 cytotox	GPT2 inhibitor	FLuc inh	SNCA viab count	IP6K1 inhibitor
COc1cc(C(=O)Nc2cc3c(cc2C)n(C)c(=O)c(=O)n3C)cc(OC)c1OC	.	-8%	.	.	.	8%	-7
CCCNC(=O)Cn1nc(-c2ccc(C)c(C)c2)c2cnc3ccc(OC)cc3c21	.	14%	.	.	.	-10%	-14
Cc1nn(-c2ccccc2)c2sc(C(=O)Nc3cccc(Cl)c3)cc12	.	-13%	.	.	.	-20%	-3
O=C(NC1CCN(c2ccnc3ccnn23)CC1)c1cccc(Cl)c1	?	?	?	i	.	-12%[87.6 µM]	24
COc1ccc(C(=O)N2CC(=O)Nc3ccc(F)cc3C2c2ccc(F)cc2)c(OC)c1 (configuration not stated)	.	-9%	.	.	.	-14%	-9
O=C(NCc1ccc(N2CCOCC2)cc1)c1cccnc1N1CC2CC(C1)[C@H]1CCCC(=O)N1C2 (some centres not stated)	14%	?	i	i	9%	12%	-1
Cn1ccnc1CN1CCN(Cc2cc3n(n2)CCNC3)CC1	15%	37%[activator]	2%	-17%	11%	0%	6
Cn1ccnc1C(=O)N1CCCCCCNC(=O)[C@@H]2C[C@@H](c3nc(Cc4ccccc4)no3)C[C@@H]21	0%	-12%	?	2%	-4%	9%	4
O=C(NCc1ccc(F)cc1)N1CCC(n2cnnc2C2CC2)C1 (configuration not stated)	-6%	-15%	4%	i	-1%	0%	3
CN1CCCCCC1C(=O)NCc1cccnc1Oc1ccccc1F (configuration not stated)	-24%	-14%	-22%	i	1%	2%	-4
CCN1c2cc(C(=O)Nc3ccc(OC)c(OC)c3)ccc2C(=O)N2CCCC21 (configuration not stated)	-15%	19%	-2%	3%	?	-4%[12.5 µM]	10
COc1ccccc1N1CCN(c2ccc(=O)n(CC(=O)NCc3ccc(F)cc3)n2)CC1	.	-16%	.	.	.	?	13
CCc1cnc2c(c1SCC(=O)c1ccccc1)c(=O)n(C)c(=O)n2C	.	3%	.	.	.	-8%	-8
CN(C)Cc1cn([C@H]2CO[C@H]3[C@@H]2OC[C@H]3O)nn1	-2%[230 µM]	3%[87.6 µM]	0%[230 µM]	-1%[88.5 µM]	12%[230 µM]	7%[87.6 µM]	-2
Cc1ccc(Cl)cc1NC(=O)CN1C(=O)COc2ccc(S(=O)(=O)N3CCOCC3)cc21	.	-11%	.	.	.	7%	-4
CCOCCCNC(=O)c1noc(-c2ccc[nH]c2=O)n1	5%	?	i	-17%	0%	-12%	-6
Cc1cc(NC(=O)c2ccc3c(c2)OCCO3)cc(-c2nc3ccccc3o2)c1O	.	8%	.	.	.	-11%	9
C[C@@H](NC(=O)c1cccn1C)c1onc(-c2ccc(F)cc2)c1C(=O)O	i	15%[87.6 µM]	i	-4%[88.5 µM]	-2%[172 µM]	2%[87.6 µM]	11
COc1ccc(CNC(=O)CC(C)CC2=NS(=O)(=O)c3ccccc3N2)cc1 (configuration not stated)	.	-9%	.	.	.	3%	1
COc1ccc(S(=O)(=O)N2CCC(F)(c3nc(-c4ccncc4)no3)CC2)cc1	?	1%	?	i	.	-5%	12
CCCN(C(=O)c1cc2c(=O)n(CC)c3ccccc3c2s1)c1ccccc1F	.	19%	.	.	.	4%	18

Record cards (already shown).
COc1ccc(S(=O)(=O)N2CCC(F)(c3nc(-c4ccncc4)no3)CC2)cc1 across the screens: HEK cytotox = ?; SNCA expr inh = 1%; 3T3 cytotox = ?; GPT2 inhibitor = i; FLuc inh = .; SNCA viab count = -5%; IP6K1 inhibitor = 12
CN1CCCCCC1C(=O)NCc1cccnc1Oc1ccccc1F (configuration not stated) across the screens: HEK cytotox = -24%; SNCA expr inh = -14%; 3T3 cytotox = -22%; GPT2 inhibitor = i; FLuc inh = 1%; SNCA viab count = 2%; IP6K1 inhibitor = -4
